ABHD4 inh: ABHD4 inhibitors, primary screen, biochemical, fluorescence polarization, mouse; purified mABHD4, FP-Rh probe fluorescence polarization; inhibition, % at 8.92 µM; 370,000 compounds, 0.54% hits;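 active means inhibition exceeding the mean over every tested compound plus 3 SD, cut at about 30% in these data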;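 further: 0% = plate median of compound wells and 100% = S159A mutant with DMSO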
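Doses – 8.92 µM, single dose · Material – wild-type mouse ABHD4 protein · Replication – single well per compound (singlicate) · Measure – percent inhibition of probe binding, normalized to plate controls · Schedule – 45 min compound pre-incubation plus 60 min probe step, 25 °C · Detection – fluorescence polarization with parallel and perpendicular emission, 525/598 nm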
GC-B act: human GC-B receptor activators, primary screen, HEK293 GC-B cells, cGMP TR-FRET, EC30 CNP; Atrial natriuretic peptide receptor 2 (Homo sapiens), P20594; 0% at EC30 CNP, 100% saturating CNP; activation, % at 10 µM; 370,000 compounds, 0.11% hits; AID 1920062, 2024;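 active means activation at 10 µM reaching about 35% in either raw or pattern-adjusted values, limit read from the data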
MBD2 DNA inh: inhibitors of MBD2 binding to methylated DNA, primary screen, biochemical, TR-FRET, DNA-binding domain, human; Methyl-CpG-binding domain protein 2 (Homo sapiens), Q9UBB5; AID 686964, 2013; inhibition, % at 4.4 µM; MBD2 binding to methylated oligonucleotide; 370,000 compounds, 0.31% hits; in the data active means inhibition above about 13%
TDP2 absorb: human TDP2 enzyme inhibitors, primary screen, biochemical, epi absorbance, recombinant enzyme. Tyrosyl-DNA phosphodiesterase 2 (Homo sapiens), O95551. T5PNP hydrolysis, p-nitrophenol absorbance 415 nm. inhibition, % at 12.8 µM. 370,000 compounds, 0.34% hits. AID 720702, 2013;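 active means inhibition above the mean of all tested compounds plus 3 SD, set per campaign, cut at about 25% in these data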;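 further: 0% = DMSO with enzyme and 100% = buffer with substrate but no TDP2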
Target sequence (O95551 whole entry, looked up): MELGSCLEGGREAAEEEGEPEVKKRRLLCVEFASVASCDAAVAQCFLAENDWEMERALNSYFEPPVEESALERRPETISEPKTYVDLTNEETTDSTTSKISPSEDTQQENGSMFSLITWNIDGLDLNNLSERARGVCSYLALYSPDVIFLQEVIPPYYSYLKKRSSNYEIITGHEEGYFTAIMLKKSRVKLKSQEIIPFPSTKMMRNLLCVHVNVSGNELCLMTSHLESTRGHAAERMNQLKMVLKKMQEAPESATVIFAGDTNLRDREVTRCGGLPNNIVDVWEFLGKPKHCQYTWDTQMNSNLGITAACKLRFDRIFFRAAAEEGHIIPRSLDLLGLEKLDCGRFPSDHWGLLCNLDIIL
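Test system: human TDP2 enzyme; Input: 120 nM TDP2 per well; Buffer or medium: Mg2+-containing Tris-HCl buffer, pH 7.5; Reagent: 5 mM T5PNP; Dosing: 12.8 µM single point, 1% DMSO; Incubation: reaction 2 h, 37 °C; Detection: p-Nitrophenol epi absorbance; Read-out: % inhibition relative to enzyme-containing and enzyme-free wells; Replicates: single well per compound.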
HTRA1 inh: HTRA1 serine protease inhibitors, primary screen, biochemical, fluorescence polarization, HTS; inhibition, % at 5.96 µM; 340,000 compounds, 0.5% hits; Q92743; recombinant HTRA1, FP-rhodamine activity-based probe; in the data active means inhibition above about 36%;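 further: 0% = enzyme with DMSO and 100% = wells lacking enzyme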
PRMT1 inh: PRMT1 methyltransferase inhibitors, primary screen, biochemical, fluorescence polarization | recombinant PRMT1, activity-based probe fluorescence polarization | inhibition, % at 2.79 µM | Protein arginine N-methyltransferase 1 (Homo sapiens), Q99873 | 370,000 compounds, 1.3% hits;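 active means inhibition above about 21% made by adding two undisclosed values, limit read from the data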
rCAG binder: binders of r(CAG) RNA repeats, primary screen, biochemical, fluorescence; inhibition, % at 3 µM; AID 651821, 2012; 370,000 compounds, 1.3% hits; r(CAG) RNA repeat, TO-PRO-1 dye displacement fluorescence;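 active means inhibition above the plate cutoff, the mean of all test compounds on that plate plus 3 SD, cut at about 35% in these data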;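 further: 0% = DMSO alone and 100% = 100 µM mitoxantrone as full dye displacement; higher means more dye released from RNA so lower well fluorescence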
TCR CD3 inh: inhibitors of human TCR-CD3 interaction, primary screen, biochemical, fluorescence, TAMRA-labeled TCR probe; T-cell receptor (TCR); inhibition, % at 9.4 µM; 360,000 compounds, 0.37% hits; in the data active means inhibition above about 19%;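 further: recombinant mutant TCR 2C K166C tagged with TAMRA read by polarization; 0% = receptor in buffer alone and 100% = receptor with positive control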
LEDGF integ inh: blockers of LEDGF/p75-dependent integrase strand transfer – biochemical, TR-FRET, high throughput, primary screen; AID 743269, 2014; 370,000 compounds, 0.64% hits; inhibition, % at 3.7 µM; HIV-1 integrase (with human LEDGF/p75); TR-FRET IN-LEDGF/p75 DNA integration, Eu/Cy5;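 active means inhibition above the screen-wide mean plus 3 SD, cut at about 13% in these data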;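 further: signal is the Cy5 over europium emission ratio at 671 and 618 nm; 0% = plate median of compound wells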
SIAE inh: human SIAE inhibitors, primary screen, biochemical, fluorescence polarization, FP-Rh probe, 1536-well HTS; SIAE FP-Rh probe binding; 370,000 compounds, 0.69% hits; inhibition, % at 9.66 µM; Sialate O-acetylesterase (Homo sapiens), Q9HAT2;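 active means inhibition above a cutoff: mean of compounds within the control limits plus 3 SD of those, cut at about 17% in these data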;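 further: 0% = plate median of compound wells and 100% = probe without SIAE protein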
Target sequence (Q9HAT2 whole entry, looked up): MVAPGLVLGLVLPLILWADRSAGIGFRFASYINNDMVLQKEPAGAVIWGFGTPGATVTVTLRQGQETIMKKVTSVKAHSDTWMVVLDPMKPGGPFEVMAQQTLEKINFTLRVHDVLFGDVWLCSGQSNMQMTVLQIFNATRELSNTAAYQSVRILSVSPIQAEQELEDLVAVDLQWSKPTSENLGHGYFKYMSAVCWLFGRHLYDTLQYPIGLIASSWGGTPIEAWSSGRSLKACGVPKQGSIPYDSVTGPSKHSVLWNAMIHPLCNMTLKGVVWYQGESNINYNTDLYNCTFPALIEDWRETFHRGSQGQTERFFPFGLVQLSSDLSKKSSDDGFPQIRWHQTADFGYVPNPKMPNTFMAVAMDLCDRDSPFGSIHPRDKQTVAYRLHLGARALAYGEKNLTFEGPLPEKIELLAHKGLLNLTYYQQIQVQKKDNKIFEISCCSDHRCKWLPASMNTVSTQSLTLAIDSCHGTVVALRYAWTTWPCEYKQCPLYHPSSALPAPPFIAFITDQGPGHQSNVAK
The depositor's hits bear a star; x = not tested or not shown.

SMILES | ABHD4 inh | GC-B act | MBD2 DNA inh | TDP2 absorb | HTRA1 inh | PRMT1 inh | rCAG binder | TCR CD3 inh | LEDGF integ inh | SIAE inh
CCCC1C(=O)Nc2ccccc2N1C(=O)c1cccc(C)c1 (centres undefined) | -2 | -8 | 5 | 3 | -3 | 0 | -9 | 13 | 1 | 5
COc1ccc(C2NC(=S)NC(C)=C2C(=O)Nc2ccccn2)cc1OC (centres undefined) | -1 | 4 | 2 | -3 | 4 | -2 | 0 | 8 | 0 | -10
Nc1nc(CN2CCN(C(=O)c3ccco3)CC2)nc(Nc2cccc(Cl)c2)n1 | 3 | 0 | 3 | 0 | -1 | 3 | -5 | 2 | -7 | 3
N=C1/C(=C\c2ccc(-c3ccc(C(=O)O)cc3)o2)C(=O)N=C2SC=C(c3ccccc3)N12 | -4 | -8 | -6 | 23 | -4 | 7 | 18 | 4 | 3 | -19
O=C(COc1ccccc1)N1CCCC1 | 2 | -7 | -7 | 3 | 0 | -1 | -1 | 7 | 6 | -2
O=C(Oc1ccc2c(c1)OCO2)c1ccncc1 | -5 | -1 | 1 | -7 | 1 | -2 | -3 | -10 | -5 | 2
O=C(COC(=O)Cn1cnc2ccccc2c1=O)NCCC1=CCCCC1 | -2 | -6 | 4 | -3 | -2 | -2 | -5 | 0 | 0 | -4
N#Cc1ccc(OCc2nnc(-c3ccc([N+](=O)[O-])cc3)o2)cc1 | 6 | -6 | -3 | 3 | -8 | -4 | 13 | -8 | -1 | -3
CCCCn1c(SCC(=O)N2CCOCC2)nc2ccccc2c1=O | -3 | 1 | 1 | 4 | 1 | 1 | -4 | 3 | 2 | 1
CCc1ccc(NC2=NCC(c3ccccc3)S2)cc1 (centres undefined) | 8 | 1 | 7 | 9 | -10 | 0 | -4 | -4 | 10 | -2
C#CCn1c(=O)cc(C)c2ccccc21 | 2 | 2 | 0 | 7 | 6 | -1 | -1 | -2 | 2 | -3
S=C(Nc1ccc(Oc2ccccc2)cc1)N(CCCN1CCOCC1)Cc1ccccn1 | -4 | 3 | 4 | -6 | 7 | 1 | 0 | 1 | 0 | 4
Cc1ccc(Oc2ncccc2COC(=O)Nc2ccccc2C)cc1 | -5 | -4 | 3 | -10 | x | -1 | -4 | 1 | 2 | -11
Cc1ccc2nc(N3CCN(C=O)CC3)nc(-c3ccccc3)c2c1 | -7 | 1 | -2 | -10 | -12 | 0 | -4 | 1 | -2 | -1
Cn1c(NN)nc2c1c(=O)n(Cc1ccccc1)c(=O)n2C | 9 | -7 | -3 | 5 | 10 | -2 | 9 | 6 | 5 | 13
Cc1ccc(N=Cc2sccc2C)cc1C | -1 | 9 | -6 | -12 | 5 | 0 | 2 | 4 | 1 | 1
CCc1cc(=O)[nH]c(SCC(=O)NCC2CCCO2)n1 (centres undefined) | 1 | 3 | 1 | -5 | 2 | 0 | 0 | 1 | -2 | 0
C/C=C/c1cccc(-c2nc(C(=O)N3CCOCC3)cc3c2[C@H](CCO)N(C(=O)NC(C)C)C3)c1 | 5 | 4 | -3 | 5 | x | 2 | 2 | 4 | -1 | 1
Cc1ccc(N2C(=O)C(CN3CCCC3)C2c2ccccc2)cc1 (centres undefined) | 2 | -12 | 0 | -3 | -9 | 1 | -4 | -2 | 1 | 1
COc1ccc(-n2c(COc3cccc4ccccc34)nnc2SC(C)C(=O)O)cc1 (centres undefined) | 2 | -4 | 6 | 5 | -13 | 4 | 18 | -3 | 0 | 7

Overlap with the part before: 6 entries, followed by the next part.
SMILES | ABHD4 inh | GC-B act | MBD2 DNA inh | TDP2 absorb | HTRA1 inh | PRMT1 inh | rCAG binder | TCR CD3 inh | LEDGF integ inh | SIAE inh
Cn1c(NN)nc2c1c(=O)n(Cc1ccccc1)c(=O)n2C | 9 | -7 | -3 | 5 | 10 | -2 | 9 | 6 | 5 | 13
Cc1ccc(N=Cc2sccc2C)cc1C | -1 | 9 | -6 | -12 | 5 | 0 | 2 | 4 | 1 | 1
CCc1cc(=O)[nH]c(SCC(=O)NCC2CCCO2)n1 (centres undefined) | 1 | 3 | 1 | -5 | 2 | 0 | 0 | 1 | -2 | 0
C/C=C/c1cccc(-c2nc(C(=O)N3CCOCC3)cc3c2[C@H](CCO)N(C(=O)NC(C)C)C3)c1 | 5 | 4 | -3 | 5 | x | 2 | 2 | 4 | -1 | 1
Cc1ccc(N2C(=O)C(CN3CCCC3)C2c2ccccc2)cc1 (centres undefined) | 2 | -12 | 0 | -3 | -9 | 1 | -4 | -2 | 1 | 1
COc1ccc(-n2c(COc3cccc4ccccc34)nnc2SC(C)C(=O)O)cc1 (centres undefined) | 2 | -4 | 6 | 5 | -13 | 4 | 18 | -3 | 0 | 7
CC(C)N1CCCCC(NC(=O)COCc2ccccc2)C1=O (centres undefined) | 0 | 8 | 6 | 14 | x | 3 | -2 | x | -2 | -1
Cc1c(NC(=O)C2(c3ccccc3)CCCC2)c(=O)n(-c2ccccc2)n1C | 5 | 2 | 0 | 0 | 4 | 0 | 0 | -3 | -2 | 2
COc1ccc(C(c2nnnn2C2CCCC2)N2CCC(C)CC2)cc1 (centres undefined) | 0 | -16 | 1 | -7 | -10 | -2 | -7 | 1 | -3 | 2
O=C1NCCOc2ccccc21 | 2 | 2 | 1 | 4 | x | 3 | 2 | -3 | 4 | 3
O=C1NC(C2CC3C=CC2C3)Nc2ccccc21 (centres undefined) | 2 | -2 | 2 | 7 | 12 | -3 | 3 | -1 | -1 | 5
OC(c1ccc(F)cc1)(C1CCCCC1)C(CN1CCOCC1)c1ccccc1 (centres undefined) | -1 | -19 | -4 | -3 | -5 | 7 | -4 | -4 | 2 | -2
COC(=O)c1cc(S(=O)(=O)NCc2ccccc2OC)cn1C | 5 | -1 | -2 | 18 | -8 | 1 | 0 | 9 | 3 | 5
CCOC(=O)c1cnc(SCc2ccc(C)cc2)nc1N | -14 | -3 | -2 | -6 | -14 | -1 | -2 | 3 | 2 | -3
COc1ccccc1NC(=O)/C=C\c1ccco1 | 3 | 2 | 3 | -1 | -7 | 18 | 12 | 3 | 0 | -2
CN(c1ccc(C(=O)NCc2ccc3c(c2)OCO3)cc1)S(C)(=O)=O | -2 | 1 | -2 | -3 | 0 | 3 | -2 | 11 | 3 | 0
Cc1cnc(C(=O)Nc2ccc3c(c2)CCC3)cn1 | 4 | 1 | 5 | 6 | -6 | -1 | -3 | -2 | 1 | -7
CCOc1ccc(Nc2nc(-c3sc(N)nc3C)cs2)cc1 | 1 | 3 | 0 | 5 | 34 | 1 | 23 | -3 | 1 | 13
CCc1nc2ccc(C(=O)NCCc3ccccn3)cn2c1N(CC)Cc1cccc(Br)c1 | 3 | -6 | 1 | 4 | x | 4 | 2 | -3 | -2 | 1
O=C(O)C/C=C(\NC(=O)OCc1ccccc1)C(=O)OCc1ccccc1 | -4 | -4 | 2 | -11 | -12 | 3 | 0 | -6 | -5 | -5
Cc1nnc(NC(=O)c2cc(S(=O)(=O)N(C)C)ccc2N2CCCC2)s1 | 2 | 6 | -2 | -1 | -5 | 1 | 1 | 1 | 2 | 0
Cc1ccc2c(c1)-n1c(nc3cc(C)ccc3c1=O)C(Cc1ccccc1)NC2=O (centres undefined) | -20 | 15 | 0 | -24 | x | 0 | 5 | 13 | -3 | -27
Cc1ccc(NC2=NCCCCC2)cc1 | -2 | -2 | 3 | 0 | 0 | -1 | -2 | 4 | 3 | 0
COc1ccc(C(=O)C(C)C(C)=O)c(OCc2ccccc2)c1OC (centres undefined) | 6 | -2 | 3 | 1 | -2 | 1 | -3 | -6 | 3 | 8
CONc1nc(NC(C)(C)C)nc(OCC#N)n1 | 7 | -2 | 7 | 0 | 12 | -3 | -4 | 4 | 0 | 4
O=C(O)C1Cc2ccccc2CN1S(=O)(=O)/C=C/c1ccccc1 (centres undefined) | -2 | 7 | 0 | 12 | 3 | -2 | 2 | 2 | -1 | 2
COc1cccc(SCc2noc(C(=O)NCCC(C)C)c2C(=O)NCCC(C)C)c1 | -7 | -1 | -1 | -4 | -56 | 2 | -3 | 1 | 0 | -23
CCN(CC(=O)Nc1ccc(OC)c(Cl)c1)CC(=O)NC(C)C | 1 | -1 | -3 | -2 | -1 | -2 | -4 | 6 | -1 | -8
O=C(CSc1nnc2ccccn12)Nc1ccc2c(c1)OCO2 | 4 | 1 | -3 | -3 | -4 | 1 | 1 | 1 | -8 | 0
Cn1c(Cc2cccs2)nnc1SCC(=O)Nc1ccc(C(N)=O)cc1 | -2 | -1 | 3 | -12 | 0 | -1 | 1 | -7 | 2 | -4
CC(Sc1nnc(-c2ccncc2)n1-c1ccc(F)cc1)C(=O)NC1CC1 (centres undefined) | 9 | 3 | -3 | -1 | 10 | 11 | 3 | -3 | -1 | 1
O=C(CN(c1cccc([N+](=O)[O-])c1)S(=O)(=O)c1ccccc1)N1CCCCC1 | 3 | 1 | 3 | 7 | 0 | 1 | 1 | -4 | -1 | -4
Cc1ccc(-c2c(C(=O)O)c(C(=O)O)c3n2CCC3)cc1 | -2 | -2 | -7 | 3 | -3 | 0 | 4 | 6 | -1 | 5
C=CC[C@H](CC(=O)NCCO)C(=O)NCCOC(=O)[C@@H](CC=C)CC(=O)OC(C)(C)C | 5 | 3 | -7 | -8 | 3 | -1 | -9 | 2 | 1 | 12
CC1C/C(=N\NC(=O)CCc2ccc(S(=O)(=O)N3CCOCC3)cc2)CC(C)(C)C1 (centres undefined) | 2 | 7 | -2 | 7 | 3 | 3 | 2 | 1 | 0 | -12
COc1ccc(OC)c(NC(=O)Nc2c(O)ccc3ccccc23)c1 | 11 | -8 | -9 | 3 | -2 | -3 | 1 | 0 | 4 | 5
Cc1ccc(CNC(C)c2ccccc2)cc1 (centres undefined) | 2 | -5 | -3 | -3 | 4 | 0 | 1 | 2 | 1 | -3
CCCCNC(=O)C1c2ccccc2OCC(=O)N1Cc1ccccn1 (centres undefined) | -2 | -5 | 2 | 3 | x | -4 | 4 | -1 | 30* | 5
COc1ccccc1C1CCN(C(=O)c2ccccc2)CC1 | 0 | 2 | -5 | 11 | 0 | 1 | -8 | 8 | 1 | 0
CC12CCC(=O)N1C(C(=O)Nc1cc(Cl)ccc1N1CCCC1)CS2 (centres undefined) | -5 | 6 | -3 | -2 | 2 | -1 | 3 | 1 | 1 | -1

Screens (PubChem BioAssay)

Some of the compounds tested. The share of hits here may be higher or lower than overall.
